Bioassay records deposited in PubChem BioAssay by The Scripps Research Institute Molecular Screening Center.
ASK1 inh – inhibitors of human ASK1 kinase | AlphaScreen MKK6 phosphorylation by ASK1, luminescence | inhibition, % at 7.44 µM | hit rate 0.99% among 22,000; in the data active means inhibition above about 35%;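 further: 0% = median of compound wells and 100% = no enzyme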
Target sequence (Q99683 whole entry, looked up): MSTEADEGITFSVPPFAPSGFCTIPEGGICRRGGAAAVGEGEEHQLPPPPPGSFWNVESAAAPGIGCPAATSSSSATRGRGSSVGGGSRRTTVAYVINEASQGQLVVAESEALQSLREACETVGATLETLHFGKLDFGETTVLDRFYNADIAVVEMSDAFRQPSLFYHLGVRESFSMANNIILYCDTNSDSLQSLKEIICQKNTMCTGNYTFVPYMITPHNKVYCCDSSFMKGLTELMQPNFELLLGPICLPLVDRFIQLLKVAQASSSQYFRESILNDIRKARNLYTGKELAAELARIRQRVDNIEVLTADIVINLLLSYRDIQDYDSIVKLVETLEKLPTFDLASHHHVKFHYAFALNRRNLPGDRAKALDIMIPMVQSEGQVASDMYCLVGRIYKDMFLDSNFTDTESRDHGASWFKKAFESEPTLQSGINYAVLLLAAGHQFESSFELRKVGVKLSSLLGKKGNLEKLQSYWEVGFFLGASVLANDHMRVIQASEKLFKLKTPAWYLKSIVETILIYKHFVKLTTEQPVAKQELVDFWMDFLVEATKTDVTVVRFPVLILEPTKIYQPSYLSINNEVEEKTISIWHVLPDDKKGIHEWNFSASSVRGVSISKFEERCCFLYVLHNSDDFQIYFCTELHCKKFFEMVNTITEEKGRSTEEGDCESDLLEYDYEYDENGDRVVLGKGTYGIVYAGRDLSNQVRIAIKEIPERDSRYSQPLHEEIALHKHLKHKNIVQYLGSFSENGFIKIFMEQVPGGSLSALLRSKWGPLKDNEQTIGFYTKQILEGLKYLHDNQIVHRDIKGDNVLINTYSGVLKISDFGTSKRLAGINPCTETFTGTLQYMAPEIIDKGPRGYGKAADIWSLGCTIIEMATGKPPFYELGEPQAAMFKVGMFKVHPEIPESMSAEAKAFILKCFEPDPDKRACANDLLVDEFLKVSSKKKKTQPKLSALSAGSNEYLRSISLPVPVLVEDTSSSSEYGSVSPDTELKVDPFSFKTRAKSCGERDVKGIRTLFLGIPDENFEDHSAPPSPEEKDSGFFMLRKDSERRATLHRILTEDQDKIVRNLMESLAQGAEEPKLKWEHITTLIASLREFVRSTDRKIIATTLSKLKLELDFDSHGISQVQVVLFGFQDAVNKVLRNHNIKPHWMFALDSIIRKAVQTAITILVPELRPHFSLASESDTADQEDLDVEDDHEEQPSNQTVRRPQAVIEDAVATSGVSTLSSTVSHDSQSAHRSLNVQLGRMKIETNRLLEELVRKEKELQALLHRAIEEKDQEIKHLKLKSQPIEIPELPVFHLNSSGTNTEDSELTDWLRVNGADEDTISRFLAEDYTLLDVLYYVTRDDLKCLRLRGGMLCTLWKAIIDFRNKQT
ULK1 inh – human ULK1 kinase inhibition, primary screen; hit rate 1.9% among 30,000; AID 1259251; O75385; AlphaScreen Atg13 phosphorylation by ULK1, luminescence; inhibition, % at 5.96 µM; in the data active means inhibition above about 43%;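 further: 0% = median of compound wells and 100% = no enzyme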
Numbers without * were called inactive; · = no result given; & = joins results of further samples.

Molecule	ASK1 inh	ULK1 inh
CCOC(=O)c1oc2ccc(NC(=O)c3ccc(OC)c(OC)c3)cc2c1C	·	4
O=C(Nc1ccc(N2CCOCC2)cc1)c1cnc(Nc2ccncn2)s1	2	20
O=C(NCc1cccc(C(F)(F)F)c1)c1cccc(Nc2nccc3ccccc23)n1	-11	-1
CC(C)n1cnc2c(NC3CCN(Cc4ccccc4)CC3)nc(Nc3ccc(C(F)(F)F)cc3)nc21	-6	-4
CCCNc1nc(N(CC)CC)nc(N2CCN(Cc3ccc4c(c3)OCO4)CC2)n1	5	-2
Fc1cc(-c2nc(Nc3cccc(Cn4ccnc4)c3)ncc2F)cc(N2CCOCC2)c1	20	79*
Cn1c(Nc2nc(C(=O)NCc3cccnc3)cs2)nc2ccccc21	-5	-3
CC(C)(Oc1ccccc1)C(=O)OCCN1CCOCC1	·	1&-7
CCOC(=O)NC(C#N)=C(NCc1ccccc1)NCc1ccccc1	·	-8
O=C(NC1CC1)c1cnc(Nc2nccc3ccccc23)s1	10	-10
O=C(Cc1cn(-c2ccc(Nc3ccccc3)nn2)c2ccccc12)NCc1cccc(C(F)(F)F)c1	2	-2
C=C1/C(=C/C=C2/CCC[C@]3(C)[C@@H]([C@H](C)CCCC(C)C)CC[C@@H]23)C[C@@H](O)C[C@@H]1O	·	29
Cc1cnc(Nc2ccc(-n3cnc(N4CCOCC4)n3)cc2)cc1Nc1ccccc1C(N)=O	-31	27
CCC(CC(C)(C)O)C(=O)NNC(=S)Nc1ccccc1 (centres undefined)	·	8
COc1ccc2c(c1)CC(C(=O)Nc1ccc(-c3ccnc4ccccc34)cc1OCCN(C)C)CO2 (centres undefined)	32	-13
CC(NNC(=O)c1ccccc1)c1ccccc1 (centres undefined)	·	10
CC(C)N(CCNc1nc(Nc2ccc3ncccc3c2)nc2c1ncn2C(C)C)C(C)C	-13	15
Oc1ccc(CCNc2ccnc(NCCN3CCOCC3)n2)cc1	-4	5
CC(C)c1ccc(C(=O)NCc2c(-c3ccccc3)nc3n2CCS3)cc1	·	-11
O=C1CCCN1CCCNc1nc(N2CCN(c3ccccn3)CC2)nc2c1ncn2-c1ccsc1	3	-12
CCNc1nc(NCCCN2CCCC2=O)c2ncn(-c3ccsc3)c2n1	2	0
COc1ccccc1NC(=O)C1=C(C)NC2=C(C(=O)CCC2)C1c1cccc(OC)c1OC (centres undefined)	·	-6
Oc1ccc(CCNc2nc(NC3CCN(Cc4ccccc4)CC3)nc3c2ncn3Cc2ccc(C(F)(F)F)cc2)cc1	39*	-8
c1ccc(Oc2ccc(Nc3ccnc(Nc4ncccn4)n3)cc2)cc1	-8	0
NC(=O)c1ccccc1Nc1cc(Oc2ccc(-n3cncn3)cc2)ncc1C(F)(F)F	12	-6
OCCNc1nc(Nc2nccc3ccccc23)nc2nc[nH]c12	9	22
CC(C)n1c(Nc2cnccn2)nc2c(NC3CCN(Cc4ccccc4)CC3)ncnc21	5	21
Cc1cc(Nc2ccc(Oc3ccccc3)cc2)nc(-c2ccccc2)n1	-5	-17
COc1ccc(-c2nc(C(=O)Nc3cc(OC)c(OC)c(OC)c3)cs2)cn1	6	1
NC(C(=O)N1CCC(Nc2cccc3c(=O)[nH]cnc23)CC1)c1ccc(Cl)cc1 (centres undefined)	-10	-2
Cc1cc(C)nc(NS(=O)(=O)c2ccc(N)cc2)n1	·	4
COc1ccc2c(c1)CC(c1nc3ccc(-c4cn[nH]c4)cc3[nH]1)NC2 (centres undefined)	9	-3
N[C@H](Cc1ccc(Br)cc1)C(=O)N1CCC(Nc2ccc3cn[nH]c3c2)CC1	-6	0
NC(=O)c1ccc2nc(Nc3nccc4ccccc34)sc2c1	-2	8
COc1ccc2c(c1)C[C@H](C(=O)Nc1ccc(-c3cn[nH]c3)cc1C(N)=O)NC2	-13	5
O=C(O)CCC(=O)OC[C@@H](NC(=O)C(Cl)Cl)C(O)c1ccc([N+](=O)[O-])cc1 (some centres undefined)	·	-3
NC(=O)CCCCC1CCSS1 (centres undefined)	·	16
O=C(NCCCN1CCCC1=O)c1cnc(NCCCN2CCCC2=O)s1	0	2
O=C1CCCN1CCCNc1nc(N2CCc3ccccc3C2)nc2nc[nH]c12	3	2
CN(C)c1cccc(Nc2nc(C(=O)NC3CC3)cs2)c1	17	21
O=C(NCCCN1CCCC1=O)C1CCN(c2ccc(Nc3nccc4ccccc34)nn2)CC1	1	16
COc1ccc(CCNC(=O)c2cnc(NC3CCC(O)CC3)s2)cc1 (centres undefined)	2	0
C[C@]1(Cn2ccnn2)[C@H](C(=O)O)N2C(=O)C[C@H]2S1(=O)=O	·	0
CC(CN(C)C)NC(=O)c1ccc(-n2ncc3cc(Nc4ccccc4Cl)ccc32)nc1 (centres undefined)	-36	-30
O=C(Cc1cn(-c2ccc(N3CCCC3CO)nn2)c2ccccc12)NCCO (centres undefined)	-19	-9

In a second layout: entries from further up
ASK1 inh | ULK1 inh | structure
0 | 2 | O=C(NCCCN1CCCC1=O)c1cnc(NCCCN2CCCC2=O)s1
· | 16 | NC(=O)CCCCC1CCSS1 (centres undefined)
-13 | 5 | COc1ccc2c(c1)C[C@H](C(=O)Nc1ccc(-c3cn[nH]c3)cc1C(N)=O)NC2

Further structures:
Molecule	ASK1 inh	ULK1 inh
CCc1cc(=O)n(CC(=O)Nc2cccc(Cl)c2)c(-n2nc(C)cc2C)n1	·	0
CC(C)N(CCNC(=O)c1ccc2nc(Nc3ccnn3C)sc2c1)C(C)C	-18	9
COc1cccc(CNC(=O)Cc2ccc(-c3cn[nH]c3)cc2)c1	-4	0
NC(C(=O)N1CCN(c2ccc3[nH]ncc3c2)CC1)c1ccc(F)cc1 (centres undefined)	2	7
COc1cc(OC)cc(C(=O)NCc2nc(-c3ccncc3)n[nH]2)c1	-3	6
CCNc1cc(C(=O)NCc2cccc(C(F)(F)F)c2)ccn1	-3	-5
Clc1ccccc1CN1CCC(c2nc(-c3cccnc3)no2)CC1	·	3
COC(=O)c1ccc(Sc2cccc[n+]2[O-])cc1	·	5
COc1cc(Nc2nccc(NCCCN3CCCC3=O)n2)cc(OC)c1OC	-1	52*
Cn1ccc2cc(-c3cc(Nc4ccc(Oc5ccccc5)cc4)nc(N)n3)ccc21	21	20
Oc1ccc(CCNc2cc(Cl)ncn2)cc1	-11	-6
Cc1cc(NCc2ccccc2)nc(-c2cccc(N)c2)n1	1	-9
CCCNc1nc(-c2ccc(OC)cc2)ncc1C	-22	0
COc1ccc(CCNc2nc(OC)nc(-c3cccc(N)c3)n2)cc1	10	1
Nc1nc(NCc2cccc(C(F)(F)F)c2)cc(-c2ccc(C(=O)NC3CC3)cc2)n1	-24	-20

Structures listed above marked active in ASK1 inh:
Molecule	ASK1 inh	ULK1 inh
Oc1ccc(CCNc2nc(NC3CCN(Cc4ccccc4)CC3)nc3c2ncn3Cc2ccc(C(F)(F)F)cc2)cc1	39*	-8

Pulled by structure from above, 6 records:
Molecule	ASK1 inh	ULK1 inh
CC(C)N(CCNC(=O)c1ccc2nc(Nc3ccnn3C)sc2c1)C(C)C	-18	9
COc1ccc(CCNc2nc(OC)nc(-c3cccc(N)c3)n2)cc1	10	1
Clc1ccccc1CN1CCC(c2nc(-c3cccnc3)no2)CC1	·	3
COC(=O)c1ccc(Sc2cccc[n+]2[O-])cc1	·	5
Nc1nc(NCc2cccc(C(F)(F)F)c2)cc(-c2ccc(C(=O)NC3CC3)cc2)n1	-24	-20
CCc1cc(=O)n(CC(=O)Nc2cccc(Cl)c2)c(-n2nc(C)cc2C)n1	·	0

Remaining list, next part.
Molecule	ASK1 inh	ULK1 inh
O=C(NCc1ccccc1)c1csc(NCc2ccc3c(c2)OCO3)n1	-2	2
Cc1cc(C(F)F)nc(SCCCNC(=O)/C=C/c2ccc([N+](=O)[O-])o2)n1	·	15
c1cncc(CNc2nc(NC3CC3)c3ncn(-c4ccsc4)c3n2)c1	11	26
CN(C)CCn1nnnc1SCC1=C(C(=O)O)N2C(=O)[C@@H](NC(=O)Cc3csc(N)n3)[C@H]2SC1	·	-4
c1ccc(-c2nc(-c3ccncc3)cc(N3CCCCC3)n2)cc1	·	3
COc1cn(CC(=O)NCc2ccc(C)cc2)c(CN2CCN(c3ccc(F)cc3)CC2)cc1=O	·	7
CC(C)n1cnc2c(NCc3nc4ccccc4[nH]3)nc(N3CCc4ccccc4C3)nc21	0	8
Clc1nc(Nc2ccc(N3CCOCC3)cc2)c2[nH]cnc2n1	3	-5
CCCNC(=O)c1cccc(Nc2ccc(-n3ccnc3)cc2)n1	-12	3
Oc1ccc(CCNc2nc(Nc3ncccn3)nc3c2ncn3C2CCCCC2)cc1	-2	11
CCN(CC)c1cc(-c2ccccc2F)nc(C)n1	·	-11
Nc1nc(NCc2cccnc2)cc(Nc2ccc(N3CCOCC3)cc2)n1	21	1
Cc1cc(NC(=O)CCCC(=O)NCc2ccccc2)no1	·	-2
CN1CCN(c2ccc(-c3cc(C(=O)NCc4ccccc4)ccn3)cc2)CC1	-6	7
CC(C)N(CCNc1nc(Nc2cccc(N(C)C)c2)nc2c1ncn2C1CCCCC1)C(C)C	28	3

(further entries)
mol	ASK1 inh	ULK1 inh
O=C(NCCS(=O)(=O)N1CCN(c2ccccc2)CC1)c1cccc2ccccc12	·	2
CC(C)N(CCNc1nc(Nc2ccc(N3CCOCC3)cc2)nc2c1ncn2-c1ccsc1)C(C)C	23	10
C1=C2[C@@H](c3ccccc3)N(Cc3ccccc3)C[C@H]3CCC[C@@]23OCC1	-6	5
O=C(NCCCN1CCCC1=O)c1csc(-c2csc3ccccc23)n1	-5	-8
O=C(NCCCN1CCCC1=O)c1cccc(-c2ccc3[nH]ccc3c2)n1	5	-3
Oc1ccc(CCNc2cc(N3CCN(c4ccccn4)CC3)ncn2)cc1	4	-4
CCN(CC)C(=O)C1CCCN(c2nc(Nc3ccc(Oc4ccccc4)cc3)c3cc(OC)c(OC)cc3n2)C1 (centres undefined)	-18	-12
O=C(NC1CCN(Cc2ccccc2)CC1)c1ccc2nc(Nc3ccccc3)sc2c1	-4	-7
Cc1nc(C)n(-c2ccc(Nc3cc(-c4cnn(C)c4)c(Cl)cn3)cc2)n1	-8	-9
COc1cccc(CNC(=O)c2cc3ccc(-c4ccncc4)cc3n2CCCO)c1	-4	-13
Cc1cccc2nc3c(c(=O)n12)CN(C(=O)C1CCCCC1)CC3	·	8
C=CCN1CCN(c2c(Cl)cccc2NC(=O)c2ccc3c(c2)OCO3)CC1	10	-4
O=CC(O)C1OC(=O)C(O)C1O (centres undefined)	·	5
COc1cc(NC(=O)c2cccc(-c3cccs3)n2)cc(OC)c1OC	15	-5
O=C(Cc1ccc(Cl)s1)N1CCN(c2ccccc2)CC1	·	3
O=C(Nc1ccc2[nH]ncc2c1)[C@@H]1CCCN1C(=O)C(O)c1ccccc1 (some centres undefined)	-3	1
OC1CCN(c2ccnc(Nc3ccc(N4CCOCC4)cc3)c2)CC1	-25	0
O=C(Cc1cn(-c2ccc(NCCCN3CCCC3=O)nn2)c2ccccc12)NCc1ccccc1	-7	-7
CN(C)S(=O)(=O)Nc1ccc(-c2ccnc(Nc3ccc(S(N)(=O)=O)cc3)n2)cc1	3	48*
O=C(Cc1cccs1)N(CC1CCCO1)c1nc2c(F)cc(F)cc2s1 (centres undefined)	·	7
COc1ccc(CCNc2cc(C)nc(Nc3ccc(C(F)(F)F)cc3)n2)cc1	-8	-23
CCN(CC)C(=O)C1CCCN(c2ncc(C(=O)NCCN3CCOCC3)s2)C1 (centres undefined)	2	5
COc1ccc(CCNc2ncnc3nc(-c4ccccc4)[nH]c23)cc1	-1	5
CCCNc1nc(NC2CCN(Cc3ccccc3)CC2)nc2c1ncn2Cc1ccc(C(F)(F)F)cc1	26	-17
O=C(Nc1ccc2c(c1)OCO2)c1csc(N2CCC(N3CCOCC3)CC2)n1	1	21
Nc1nc(NCCO)cc(Nc2ccc(C(F)(F)F)cc2)n1	4	-4
COc1ccc(-c2ccc(C(=O)Nc3ccc(N4CCOCC4)cc3)s2)cn1	-20	2
O=C(Nc1ccc(Oc2ccccc2)cc1)c1ccc2nc(-c3csc4ccccc34)sc2c1	3	-29
COC1(OC)C2(Cl)C(Cl)=C(Cl)C1(Cl)C1C(=O)N(c3ccccn3)C(=O)C12 (centres undefined)	·	1
O=C1CCCN1CCn1cnc2c(NCc3cccnc3)nc(N3CCCC3CO)nc21 (centres undefined)	2	36
O=C(NC1CC1)c1ccc(-c2nc(Nc3ccccc3)c3ncn(Cc4ccc(C(F)(F)F)cc4)c3n2)cc1	-12	9
Cc1nn(C)c(C)c1-c1cc(C(=O)NCc2ccccc2)ccn1	0	-11
CC(C)n1c(-c2ccc(C(=O)N3CCN(C)CC3)cc2)nc2c(Nc3ccc(N4CCOCC4)cc3)ncnc21	-9	4
Cc1nn(C)c(C)c1-c1nc(C(=O)NCc2cccnc2)cs1	-12	5
CC(C)(C)OC(=O)N1CCC(c2nc(-c3ccncc3)no2)C1 (centres undefined)	9	-3
COc1cc2nc(NCc3ccc4c(c3)OCO4)nc(NC3CC3)c2cc1OC	-14	-13
COc1cccc(CN(CCN(C)C)C(=O)Nc2ccc(-c3cn[nH]c3)cc2OCCN(C)C)c1	4	12
CC(=O)Nc1ccc(NC(=O)c2cccc(-c3cccc(C(C)=O)c3)c2)cc1	-11	-17
COc1cc(NC(=O)c2cccc(-c3ccc(C(N)=O)cc3)c2)cc(OC)c1OC	20	-18
c1ccc(OCCNc2nc(Nc3ccc(-n4ccnc4)cc3)nc3c2ncn3C2CCCCC2)cc1	49*	14
CC(C)n1c(-c2ccccc2)nc2c(NCCCN3CCCC3=O)ncnc21	-7	-13
